Tau FP inhib – tau fibrillization inhibition (FP). Potency, µM (doses to about 57.7 µM), for the others: top-dose activity, negative = inhibition, usual class: inhibitors. P10636. K18 P301L tau heparin fibrillization, Alexa594 FP, 6 h. 0.39% of 280,000 active; further: on the % scale 0 is the no-effect control and ±100 the full control effect; nearly all actives have a fitted effect of over 55% in size
Target sequence (P10636 561-689 P618L limits assumed): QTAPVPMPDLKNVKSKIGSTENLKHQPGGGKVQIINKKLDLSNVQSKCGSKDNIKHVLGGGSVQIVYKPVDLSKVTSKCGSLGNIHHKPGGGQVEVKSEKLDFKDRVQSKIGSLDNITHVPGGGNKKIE
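Recombinant K18 P301L […], labeled with Alexa 594 at 0.24 uM over 15 uM unlabeled; heparin inducer 20 uM final; 37 C, 6 hr; FP endpoint.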
TRb SRC2 PPI – inhibitors of human thyroid hormone receptor beta-SRC2 interaction; TRbeta-SRC2 peptide binding, fluorescence polarization; receptor liganded with 1 µM T3; 0.065% of 280,000 active; Potency, µM (titrated, usually from 106 µM), inactives show top-dose activity change, negative = inhibition, hits mostly inhibitors;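 further: plate controls were bound peptide for no effect and peptide without receptor for full effect; nearly all actives have a fitted effect of over 50% in size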
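Quantitative HTS by FP: 0.6 uM TRb LBD, 20 nM labeled SRC2 20-mer, 1 uM T3, 5% DMSO; 5 hr ambient incubation; % activity per concentration and potencies from concentration series.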
Tau fluor counter – counter-screen for tau fibril formation inhibitors; 0.93% of 280,000 active; Potency, µM (titrated, usually from 57.7 µM), without a hit: top-dose activity change, negative = decrease; tau K18 P301L Alexa594 fluorescence, heparin fibrillization; further: on the % scale 0 is the no-effect control and ±100 the full control effect; nearly all actives have a fitted effect of over 55% in size
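Human tau K18 P301L (15 uM unlabeled, 0.24 uM Alexa 594-labeled) in 100 mM sodium acetate pH 7 with 20 uM heparin, 6 hr at 37 C. ThT 30 uM added, 1 hr ambient; Alexa 594 FP and total fluorescence read at 555/632 nm.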
L3MBTL1 inh – inhibitors of human L3MBTL1; AlphaScreen L3MBTL1–H3K9me1 peptide binding; AID 485360; Potency, µM (doses to about 57.1 µM), for the others: top-dose activity, negative = inhibition, hits mostly inhibitors; 0.66% of 230,000 active; further: on the % scale 0 is the no-effect control and ±100 the full control effect; nearly all actives have a fitted effect of over 60% in size
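L3MBTL1 (50 nM) pre-complexed 30 min with biotinylated H3(1-15)K9me1 peptide (75 nM), then compounds added for 30 min at room temperature; AlphaScreen streptavidin donor/nickel chelate acceptor beads (10 ug/mL final) read after 30 min dark incubation.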
TR SRC2 fluor cs – counter-screen for TRb-SRC2 inhibitors: fluorescence interference. TRb/SRC2 Texas Red total fluorescence interference. Potency, µM (doses to about 106 µM), without a hit: at the highest dose fluorescence change, negative = quenching. 0.29% of 280,000 active. AID 1479; active means well fitted curve in either direction with a large enough effect; inconclusive means small, poorly fitted or top-dose-only effect; further: on the % scale 0 is the no-effect control and ±100 the full control effect
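Flags fluorescent or light-absorbing compounds by total fluorescence, S + 2P, at 555 nm excitation and 632 nm emission. Mixture: 20 nM Texas Red SRC2 peptide, 0.6 uM human TRb LBD, 1 uM T3, 5% DMSO; compound exposure 5 h at ambient temperature.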
Tau fibril ThT – inhibitors of human tau fibril formation, thioflavin T binding; P10636; recombinant tau K18 P301L (four-repeat tau fragment), heparin-induced fibrillization, ThT fluorescence; Potency, µM (titrated, usually from 57.4 µM), for the others: top-dose activity, negative = inhibition, usual class: inhibitors; 2.1% of 270,000 active; AID 1460; further: on the % scale 0 is the no-effect control and ±100 the full control effect; nearly all actives have a fitted effect of over 55% in size
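K18 P301L tau (15 uM + 0.24 uM Alexa 594-tagged), heparin 20 uM, NaOAc pH 7, 6 h 37 C; ThT 30 uM, 1 h RT, ex 450/em 510 nm.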
HTT ATP protect – protects HTT-Q103 PC12 cells, measured by ATP | PC12 HTT-Q103 induced, cytoprotection, ATP luminescence, 40 h | Potency, µM (titrated, usually from 56.4 µM), inactives show cytoprotection (ATP increase), actives largely listed as activators | 0.14% of 230,000 active | AID 1471;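 further: % of control where 0% means no effect; nearly all actives have a fitted effect of over 45% in size; toxic huntingtin expression switched on by the ecdysone agonist tebufenozide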
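Rat PC12, Q103 Htt exon1-GFP fusion, ecdysone promoter; tebufenozide inducer 100 nM final; compound titration; qHTS, 1500 cells/well; ATPlite luminescent read.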
RECQ1 inh – blocks DNA unwinding by human RECQ1 | P46063 | RECQ1 DNA unwinding, red fluorescence kinetic read | Potency, µM (top dose mostly 57.3 µM), for inactives: at the top dose activity, negative = inhibition, usual class: inhibitors | 0.54% of 240,000 active;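 further: plate controls were vehicle for no effect and no enzyme for full effect; nearly all actives have a fitted effect of over 30% in size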
Target sequence (P46063 whole entry, looked up): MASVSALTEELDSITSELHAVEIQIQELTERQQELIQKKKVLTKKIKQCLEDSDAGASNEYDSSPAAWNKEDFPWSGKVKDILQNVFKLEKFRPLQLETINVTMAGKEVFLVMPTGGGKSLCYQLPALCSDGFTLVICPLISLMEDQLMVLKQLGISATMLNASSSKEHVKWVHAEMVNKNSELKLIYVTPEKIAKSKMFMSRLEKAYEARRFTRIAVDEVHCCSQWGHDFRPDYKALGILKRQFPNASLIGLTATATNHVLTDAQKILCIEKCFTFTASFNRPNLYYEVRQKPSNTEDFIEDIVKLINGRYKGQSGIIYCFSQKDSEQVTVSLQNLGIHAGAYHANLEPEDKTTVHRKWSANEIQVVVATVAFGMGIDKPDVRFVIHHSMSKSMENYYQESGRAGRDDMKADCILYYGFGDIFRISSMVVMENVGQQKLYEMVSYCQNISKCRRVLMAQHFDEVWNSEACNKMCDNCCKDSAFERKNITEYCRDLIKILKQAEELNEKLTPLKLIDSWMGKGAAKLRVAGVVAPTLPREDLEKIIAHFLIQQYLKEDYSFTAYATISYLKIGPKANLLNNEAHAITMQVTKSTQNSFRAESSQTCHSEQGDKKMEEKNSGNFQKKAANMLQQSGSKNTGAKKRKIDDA
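50 nM RECQ1T1 preincubated 15 min with compound in Tris pH 8.0 buffer with MgCl2, DTT, Tween-20 and 2.5 ug/ml poly(dI-dC); started with 200 nM TAMRA/BHQ-2 forked duplex and 2 mM ATP. Unwinding read as fluorescence (525/598 nm), two reads 2 h apart.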
Active calls of the source: *; i = inactive; u = inconclusive; x = no result given; [ ] = dose if it differs, or a comment. Unless noted, the call rests on the fitted dose curve; in most records, active means well fitted curve in the direction sought with a large enough effect; inconclusive means small, poorly fitted or top-dose-only effect, or another doubt; inactive means no such curve, though single readings can be large; an effect the other way counts as inactive or inconclusive. Potency means the concentration at half of the fitted maximal effect. Some of the compounds tested. The share of hits here may be higher or lower than overall.

nr | Compound | Tau FP inhib | L3MBTL1 inh | HTT ATP protect | Tau fibril ThT | Tau fluor counter | RECQ1 inh | TRb SRC2 PPI | TR SRC2 fluor cs
1 | Cc1ccc(S(=O)(=O)N2CCOCC2)cc1C(=O)NCc1ccc(F)cc1 | -6% | 5% | 2% | 4% | 0% | i | 3% | 3%
2 | Cc1ccccc1C(=O)O | x | 1% | -11% | x | x | -1% | -1% | -5%
3 | CC(C)NS(=O)(=O)c1ccc(CCC(=O)NCc2ccc3c(c2)OCO3)cc1 | -13% | 25% | -8%[10 µM] | -6% | -6% | -7% | -6% | 0%
4 | CC(C)(C)NC(=S)NCc1ccco1 | u | -6% | x | u | -20% | 13% | -2% | 2%
5 | CC1=NN(C(=O)CSCc2ccccc2)C(O)(c2ccccc2)C1 (configuration not stated) | 6% | 32%[11.4 µM] | 29% | 0% | -4% | i | -3% | -3%
6 | CCCCn1c(=O)[nH]c(=O)c2c1nc(-c1ccc(C)c([N+](=O)[O-])c1)n2CC | 7% | -11% | -49%[inhibitor] | -10% | -6% | i | 11% | -1%
7 | Cc1cc(C)nc(NC(=O)c2cnc3sccn3c2=O)n1 | 2% | -5% | -6% | -11% | -3% | -3% | -1% | -2%
8 | COc1ccc(NC(=O)c2cc3c(=O)n4ccccc4nc3n2C)cc1OC | -5% | x | -37%[inhibitor] | u | -23% | -11% | 5% | 2%
9 | COc1cccc(NC(=O)CSc2nc3c(sc4ccccc43)c(=O)n2CCN(C)C)c1 | u | x | -16% | u | -26% | -5% | -6% | 0%
10 | Cc1ccc(C)c(N2CCN(C(=O)C(C)n3nc(C)c4sc5ccccc5c4c3=O)CC2)c1 (configuration not stated) | -3% | x | x | 0% | -3% | x | -1% | -1%
11 | COc1ccccc1NC(=O)CCNS(=O)(=O)c1ccc2c(c1)CCN2C(=O)C1CC1 | 2% | x | x | 9% | 8% | x | u | u
12 | CC(=O)c1sc(N/N=C2\CC3CCC2(C)C3(C)C)nc1C (configuration not stated) | -4%[2.34 µM] | 4% | -4%[10 µM] | 11% | 13% | i | -9% | -9%
13 | CCN(CC)C(=O)c1c(-c2ccccc2)c(-c2ccccc2)nn(CC)c1=O | -1% | x | x | -1% | -6% | x | -3% | 0%
14 | CCCCNc1nc(C)c(C(C)=O)cc1C#N | -4% | 7% | x | -5% | -8% | 4% | 2% | 2%
15 | Nn1c(SCc2ccc(F)cc2)nnc1-c1ccncc1 | -2% | 0% | 0%[10 µM] | 5% | 0% | 0% | 2% | -1%
16 | CN(C(=O)CSc1nnc(-c2cccc(F)c2)n1N)C1CCS(=O)(=O)C1 (configuration not stated) | -10% | x | -21% | -8% | -9% | -8% | 2% | -5%
17 | N#CC(=C=[N-])C1=C(C#N)C(c2ccccc2F)C([n+]2ccccc2)C(O)(C2CC2)N1 (configuration not stated) | -1% | x | 13% | u | -25% | -13% | 4% | 2%
18 | CCOc1ccc(NC(=NCc2ccc3c(c2)OCO3)SC2CC(=O)N(c3ccccc3)C2=O)cc1 (configuration not stated) | u | 0% | 35%[10 µM] | 9% | -19% | 0% | 4% | -2%
19 | COC(=O)c1c(-c2ccc(C)cc2)csc1NC(=O)C1CC=CCC1C(=O)O (configuration not stated) | -11% | 6% | 2%[10 µM] | u | -7% | -2% | 8% | 2%
20 | CCn1nnc(NC(=S)NC(=O)c2ccc(-c3cccc(Cl)c3)o2)n1 | 0% | -5% | 4%[10 µM] | u | -27% | -9% | 5% | 0%

An excerpt of these results, screen by screen:
(10) Cc1ccc(C)c(N2CCN(C(=O)C(C)n3nc(C)c4sc5ccccc5c4c3=O)CC2)c1 (configuration not stated)
(11) COc1ccccc1NC(=O)CCNS(=O)(=O)c1ccc2c(c1)CCN2C(=O)C1CC1
(12) CC(=O)c1sc(N/N=C2\CC3CCC2(C)C3(C)C)nc1C (configuration not stated)
(13) CCN(CC)C(=O)c1c(-c2ccccc2)c(-c2ccccc2)nn(CC)c1=O
(14) CCCCNc1nc(C)c(C(C)=O)cc1C#N
(15) Nn1c(SCc2ccc(F)cc2)nnc1-c1ccncc1
(16) CN(C(=O)CSc1nnc(-c2cccc(F)c2)n1N)C1CCS(=O)(=O)C1 (configuration not stated)
(17) N#CC(=C=[N-])C1=C(C#N)C(c2ccccc2F)C([n+]2ccccc2)C(O)(C2CC2)N1 (configuration not stated)
(18) CCOc1ccc(NC(=NCc2ccc3c(c2)OCO3)SC2CC(=O)N(c3ccccc3)C2=O)cc1 (configuration not stated)
(19) COC(=O)c1c(-c2ccc(C)cc2)csc1NC(=O)C1CC=CCC1C(=O)O (configuration not stated)
(20) CCn1nnc(NC(=S)NC(=O)c2ccc(-c3cccc(Cl)c3)o2)n1
assay / entry,10,11,12,13,14,15,16,17,18,19,20
Tau FP inhib,-3%,2%,-4%[2.34 µM],-1%,-4%,-2%,-10%,-1%,u,-11%,0%
L3MBTL1 inh,x,x,4%,x,7%,0%,x,x,0%,6%,-5%
HTT ATP protect,x,x,-4%[10 µM],x,x,0%[10 µM],-21%,13%,35%[10 µM],2%[10 µM],4%[10 µM]
Tau fibril ThT,0%,9%,11%,-1%,-5%,5%,-8%,u,9%,u,u
Tau fluor counter,-3%,8%,13%,-6%,-8%,0%,-9%,-25%,-19%,-7%,-27%
RECQ1 inh,x,x,i,x,4%,0%,-8%,-13%,0%,-2%,-9%
TRb SRC2 PPI,-1%,u,-9%,-3%,2%,2%,2%,4%,4%,8%,5%
TR SRC2 fluor cs,-1%,u,-9%,0%,2%,-1%,-5%,2%,-2%,2%,0%

More entries
nr | Compound | Tau FP inhib | L3MBTL1 inh | HTT ATP protect | Tau fibril ThT | Tau fluor counter | RECQ1 inh | TRb SRC2 PPI | TR SRC2 fluor cs
21 | Cc1cc(F)ccc1S(=O)(=O)Nc1c(C)n(C)n(-c2ccccc2)c1=O | 3% | x | -2% | -8% | 0% | -7% | 3% | 2%
22 | FC(F)(F)c1cnc(N2CCCN(C(=S)Nc3ccccc3)CC2)c(Cl)c1 | -3% | -2% | 26%[10 µM] | -14% | -29% | -11% | 0% | 0%
23 | Cc1ccc(S(=O)(=O)N2CCCCC2)c(C)c1NS(C)(=O)=O | -3% | -1%[11.4 µM] | -21% | 1% | 4% | i | 1% | -2%
24 | Cc1nn(-c2ccc(F)cc2)c2sc(C(=O)OC3CCOC3=O)cc12 (configuration not stated) | -12% | -5% | -9% | -7% | -19% | -17% | 0% | -4%
25 | Clc1ccc(Nc2nc(NCCN3CCOCC3)nc(N3CCOCC3)n2)cc1 | -6% | 2% | u | 2% | -1% | -13% | -11% | -1%
26 | CC(=O)c1c(C)[nH]c(C(=O)N2CCN(c3ncccn3)CC2)c1C | -10% | -3% | -5% | -4% | -4% | -8% | 8% | -3%
27 | O=C(NCc1ccccn1)c1ccc(-c2ccccc2)cc1 | -11% | 2% | -1%[10 µM] | -9% | -12% | -6% | 6% | -7%
28 | CS(=O)(=O)Nc1ccc(-c2n[nH]c(=S)n2-c2ccccc2)cc1 | 1% | x | 0%[0.074 µM] | -13% | -10% | i | -1% | -1%
29 | C/C(=N\NC(=O)c1ccc(OC2CCCC2)cc1)c1ccc(C)s1 | 3% | x | -27% | u | -10% | 0% | -2% | -2%
30 | CC1CC(Nc2ccccc2)c2ccccc2N1C(=O)c1ccco1 (configuration not stated) | 9% | -17% | 18%[10 µM] | -11% | -21% | -4% | 0% | -6%
31 | CC(Oc1ccc(Cl)cc1Cl)C(=O)N/N=C1\CCCc2ccccc21 (configuration not stated) | -3% | x | 19% | -15% | -11% | 0% | -16% | 0%
32 | Cc1cccc(CN2CCN(CCCc3ccccc3)CC2)c1 | -14% | 31% | 2%[10 µM] | 1% | -12% | -3% | -8% | -3%
33 | CCc1nc(N2CCN(C(=O)c3ccco3)CC2)c2oc3ccccc3c2n1 | -3% | 3% | -38% | u | -6% | -11% | -5% | 1%
34 | CCOC(=O)C1(C(F)(F)F)N=C(C(F)(F)F)Nc2ccccc21 (configuration not stated) | -3% | x | -6% | -10% | -1% | -11% | 6% | -4%
35 | Cn1c(=O)c2c(nc(CN3CCN(C(=O)c4ccco4)CC3)n2Cc2ccc(Cl)cc2)n(C)c1=O | 2% | -5% | 4% | -4% | -4% | -6% | -5% | 0%
36 | O=c1[nH]cnc(O)c1C(c1cccc([N+](=O)[O-])c1)c1c(O)nc[nH]c1=O | -7% | 7% | -8%[10 µM] | -7% | -9% | -6% | -5% | -1%
37 | COc1ccc(C)cc1NC(=O)C1CCCN(c2ncnc3onc(C)c23)C1 (configuration not stated) | -6% | x | x | -5% | -17% | x | 12% | -3%
38 | CC1=C(C(=O)OCC2CCCO2)C(c2ccccc2)C2=C(CC(C)(C)CC2=O)N1 (configuration not stated) | 4% | x | 8% | -5% | -10% | -6% | 5% | -4%
39 | CC(=O)c1ccc(OCC(O)CN2CCN(CCO)CC2)cc1 (configuration not stated) | 9% | 3% | -2% | -9% | 4% | i | 4% | 0%
40 | CCN1C(=O)C2(Nc3ccccc3-c3nc4ccccc4n32)c2cc(OC)ccc21 (configuration not stated) | 1% | -11% | 10% | -13% | -22% | -12% | -1% | 2%
41 | C=CCN=C(NC#N)SCc1ccccc1 | 10% | 0% | 15% | 2% | 4% | -11% | 1% | 1%
42 | CCC1CCC(C(=O)NC(C(=O)NCCCN2CCCCC2C)C(C)C)CC1 (configuration not stated) | 4% | x | -20% | 0% | 3% | -5% | 1% | -1%
43 | Cc1nc(/C(N)=N/OC(=O)c2ccc(Cl)cc2)c(C(F)(F)F)o1 | 9% | 8% | -6%[10 µM] | -8% | -3% | -12% | 2% | -2%
44 | CC(C)c1ccccc1NC(=S)NCCCn1ccnc1 | 2% | x | -25% | -7% | -5% | -4% | -4% | 2%
45 | N=C1C(c2nc(-c3ccc(Cl)cc3)cs2)=C(O)CN1NC(=O)c1ccc(O)cc1 | -12% | x | 1%[10 µM] | u | u | -11% | 7% | -3%
46 | Cc1ccc(S(=O)(=O)NCC2CCC(C(=O)NCCc3ccccc3)CC2)cc1 (configuration not stated) | -5% | x | x | u | -16% | x | 0% | -5%

High-throughput results from PubChem BioAssay.
